From PubChem BioAssay
NPY-Y1 antag: NPY-Y1 receptor antagonists, primary screen, cell-based; Neuropeptide Y receptor type 1 (Homo sapiens), P25929; HEK293-CNG Y1 cells, membrane potential fluorescence; NPY at EC95, then isoproterenol; inhibition, % at 3.6 µM; 200,000 compounds, 1% hits;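 active means inhibition above the campaign mean inhibition of all tested compounds plus 3 SD, cut at about 20% in these data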;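 further: 0% = DMSO wells given NPY plus isoproterenol and 100% = isoproterenol alone without NPY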
Target sequence (P25929 whole entry, looked up): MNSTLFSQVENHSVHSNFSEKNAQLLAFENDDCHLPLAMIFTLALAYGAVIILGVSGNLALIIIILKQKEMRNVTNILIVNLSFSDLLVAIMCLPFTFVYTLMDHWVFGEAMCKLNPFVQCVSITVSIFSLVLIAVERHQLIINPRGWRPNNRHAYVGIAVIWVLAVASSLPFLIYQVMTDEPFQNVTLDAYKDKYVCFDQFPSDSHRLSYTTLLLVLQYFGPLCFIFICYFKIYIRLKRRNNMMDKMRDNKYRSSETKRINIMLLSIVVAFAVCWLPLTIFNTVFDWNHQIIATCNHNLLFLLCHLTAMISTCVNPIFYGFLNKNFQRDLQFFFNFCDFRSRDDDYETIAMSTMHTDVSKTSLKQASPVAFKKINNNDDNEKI
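material = HEK293 cells with Y1 receptor plus CNG channel | also added = NPY 25 nM then isoproterenol 1 µM plus Ro 20-1724 25 µM | schedule = dye 3 h, compound 60 min room temperature, stimulation 45 min | measured by = membrane potential fluorescence | benchmarks = high control isoproterenol alone, low control NPY with isoproterenol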
TRPML3 agonist: human TRPML3 channel agonists, primary screen, cell-based, HEK293 TRPML3-YFP, Fluo-8 calcium fluorescence, 3 µM. Mucolipin-3 (Homo sapiens), Q8TDD5. 100% = the carbachol control signal. activation, % at 3 µM. 220,000 compounds, 0.29% hits. AID 1448, 2008;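 active means activation above its plate's cutoff, the mean activation of the plate's test wells plus 3 SD, cut at about 12% in these data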;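 further: 0% = DMSO only wells and 100% = carbachol wells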
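Test system: TRPML3-YFP stable HEK293 cells. Doses: single point at 3 µM. Incubation: dye loading 1 h 37 °C then 30 min ambient, 125 s read. Signal: Fluo-8 calcium dye fluorescence, ex 470-495, em 515-575 nm. Measure: percent activation from peak-to-basal fluorescence ratio, scaled between DMSO and carbachol.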
PPC-1+TRAIL kill: compounds killing PPC-1 cancer cells with TRAIL present, primary screen, TRAIL potentiator project, ATPLite luminescence, uHTS; PPC-1 cells + TRAIL, ATPLite viability luminescence; cell killing (% activity), % at 4 µM; 220,000 compounds, 0.41% hits; AID 1443, 2008;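 active means cell killing above 50% in the first pass at 4 µM, then a duplicate retest at 5 µM averaging 50% or more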;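 further: plate controls were cells with TRAIL plus DMSO for no effect and medium-only wells lacking cells for full effect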
PGE2 EP2 inh: human EP2 receptor antagonists, primary screen, TR-FRET cAMP, C6 glioma cells | Prostaglandin E2 receptor EP2 subtype (Homo sapiens), P43116 | C6 glioma cells expressing human EP2; cells stimulated with saturating PGE2 | inhibition, % at 25 µM | 260,000 compounds, 0.52% hits | AID 1422, 2008;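 active means percent inhibition above 40 after rounding to a whole number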;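 further: rat C6 glioma host cells with rolipram phosphodiesterase inhibitor present; the protocol text gives 20 µM as final concentration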
Target sequence (P43116 whole entry, looked up): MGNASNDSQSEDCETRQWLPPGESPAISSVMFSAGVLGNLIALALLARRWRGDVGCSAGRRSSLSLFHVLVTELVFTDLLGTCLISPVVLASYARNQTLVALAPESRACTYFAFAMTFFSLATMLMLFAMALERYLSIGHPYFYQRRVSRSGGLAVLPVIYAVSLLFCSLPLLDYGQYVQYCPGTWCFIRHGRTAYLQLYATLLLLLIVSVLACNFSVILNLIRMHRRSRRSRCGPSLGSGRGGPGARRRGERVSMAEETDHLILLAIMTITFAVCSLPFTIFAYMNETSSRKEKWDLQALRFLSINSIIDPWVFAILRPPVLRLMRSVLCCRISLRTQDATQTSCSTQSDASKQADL
CHOP inh: inhibitors of CHOP promoter induction, primary screen, cell-based, unfolded protein response, luciferase reporter; CHO-K1 CHOP-promoter luciferase, tunicamycin-induced, 15-18 h; inhibition, % at 10 µM; 220,000 compounds, 3.8% hits; AID 2732, 2010;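 active means compounds that reduced the stress-induced luciferase reporter signal by more than about 70% of percent inhibition, limit read from the data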;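 further: 0% = tunicamycin plus vehicle and 100% = wells without tunicamycin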
EP2 mod: EP2 receptor modulators, cAMP readout, primary screen, cell-based, HTRF cAMP, PGE2 stimulation; Prostaglandin E2 receptor EP2 subtype (Homo sapiens), P43116; EP2-expressing cells, cAMP HTRF FRET, PGE2 co-stimulation; induction, % at 25 µM; 260,000 compounds, 0.83% hits;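 active means compounds whose cAMP rise, as percent of the full-agonist control response, exceeds 60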;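 further: rat C6 glioma line stably carrying human EP2 under a CMV promoter; the protocol text gives 20 µM as final concentration; 100% = response of wells given 1 µM PGE2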
TRPN1 ag: zebrafish TRPN1 channel agonists, primary screen, cell-based, HEK293, calcium fluorescence. transient receptor potential cation channel N1 (TRPN1/NompC), Danio rerio. HEK293 zebrafish TRPN1-YFP, Fluo-8 calcium fluorescence; 100% = response to 87 µM carbachol. activation, % at 3 µM. 220,000 compounds, 0.18% hits;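 active means activation above its plate's cutoff, the mean activation of test wells on that plate plus 3 SD, cut at about 19% in these data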;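 further: 0% = DMSO alone and 100% = 87 µM carbachol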
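Control set: carbachol 87 µM as high control, DMSO as low control; system: HEK293 stable line with zebrafish TRPN1-YFP; read-out: % activation versus carbachol response; detection: intracellular calcium fluorescence with Fluo-8; doses: single test compound dose, 3 µM nominal, 0.3% DMSO; schedule: dye 1 h 37 °C plus 30 min RT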
14-3-3 Bad inh: inhibitors of 14-3-3 zeta/Bad binding, primary screen, biochemical, TR-FRET, bovine 14-3-3 zeta; 220,000 compounds, 0.71% hits; 14-3-3 protein zeta/delta (Bos taurus), P63103; TR-FRET 14-3-3zeta/Dy647-pBad peptide displacement, 1 h; inhibition, % at 21.7 µM;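 active means inhibition above about 70%, limit read from the data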;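 further: 0% = full 14-3-3 plus peptide FRET controls and 100% = background without 14-3-3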
Target sequence (P63103 whole entry, looked up): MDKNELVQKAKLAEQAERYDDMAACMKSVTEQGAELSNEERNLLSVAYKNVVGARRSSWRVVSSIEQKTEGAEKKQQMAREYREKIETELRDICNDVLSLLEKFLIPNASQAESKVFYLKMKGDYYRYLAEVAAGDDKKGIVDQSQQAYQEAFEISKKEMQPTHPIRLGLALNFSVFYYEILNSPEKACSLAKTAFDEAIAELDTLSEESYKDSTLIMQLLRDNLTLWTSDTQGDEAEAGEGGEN
NPY-Y1 PAM-ag: NPY-Y1 receptor potentiators or agonists, primary screen, cell-based; 220,000 compounds, 0.37% hits; NPY-Y1 expressing cells, potentiator/agonist activation; activation, % at 3.6 µM; AID 1304, 2008; Neuropeptide Y receptor type 1 (Homo sapiens), P25929; in the data active means activation above about 33%, passing the limit was not always enough;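 further: cells stimulated with NPY at EC10 then isoproterenol at EC100; 0% = low agonist plus stimulus and 100% = saturating agonist plus stimulus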
* hit, by the source's call; x = no result given; [ ] = remark or other dose. These rows are one share of the data; rates above refer to the full screens.

SMILES	NPY-Y1 antag	TRPML3 agonist	PPC-1+TRAIL kill	PGE2 EP2 inh	CHOP inh	EP2 mod	TRPN1 ag	14-3-3 Bad inh	NPY-Y1 PAM-ag
C1=C(CCNc2ncnc3c2cnn3-c2ccccc2)CCCC1	x	x	10	17	88*	-35	x	0	x
CCOc1cc(C)c(S(=O)(=O)Nc2ccc3cn[nH]c3c2)cc1C	-3	1.2	34	5	47	-39	2.2	-10[fluorescence artefact?]	16
CSc1ccccc1NC(=O)CCn1c(=O)sc2ccccc21	2	-0.1	21	1	12	30	-0.9	5	-12
CCOC(=O)c1nnn(CC(=O)Nc2cccc(Cl)c2C)c1C(=O)OCC	-7	0.9	1	27	37	22	0.2	7	-13
Cc1ccc(S(=O)(=O)NCCCN2CCOCC2)cc1C	-3	0.3	3	10	27	13	-0.9	18[fluorescence artefact?]	4
CCOc1ccccc1CN1C(=O)c2ccccc2C1C(=O)NCC1CCCO1 (centres undefined)	-2	0.5	7	4	3	5	-0.3	3	-9
O=c1cc(N2CCN(Cc3ccccc3)CC2)[nH]c(=O)n1-c1ccc(Br)cc1	-1	1.1	28	12	37	4	1.4	-8	5
CCC(C)n1c(-c2cccc(S(=O)(=O)N(CC)CC)c2)n[nH]c1=S (centres undefined)	11	0.3	-17	3	2	6	-0.9	-1	8
CCNC(=S)N/N=C/c1ccc(C(=O)O)cc1	1	0.3	12	9	32	35	0.5	-7	5
Cc1ncoc1C(=O)Nc1nccs1	0	0.9	4	6	-5	32	1.0	10	22
COc1cc(-c2[nH]ncc2CN2CCc3sccc3C2)cc(OC)c1OC	4	0.7	2	17	-23	19	-0.3	-8	8
COCC1CCN(Cc2nc(-c3ccc(OC)cc3)no2)CC1	2	1.6	6	0	-2	-27	0.8	-5	-5

Arranged by the number under EP2 mod (falling): six from the list above
smiles,EP2 mod
CCNC(=S)N/N=C/c1ccc(C(=O)O)cc1,35
Cc1ccc(S(=O)(=O)NCCCN2CCOCC2)cc1C,13
CCC(C)n1c(-c2cccc(S(=O)(=O)N(CC)CC)c2)n[nH]c1=S (centres undefined),6
O=c1cc(N2CCN(Cc3ccccc3)CC2)[nH]c(=O)n1-c1ccc(Br)cc1,4
COCC1CCN(Cc2nc(-c3ccc(OC)cc3)no2)CC1,-27
CCOc1cc(C)c(S(=O)(=O)Nc2ccc3cn[nH]c3c2)cc1C,-39

Next part
SMILES	NPY-Y1 antag	TRPML3 agonist	PPC-1+TRAIL kill	PGE2 EP2 inh	CHOP inh	EP2 mod	TRPN1 ag	14-3-3 Bad inh	NPY-Y1 PAM-ag
O=C(Nc1ccccc1)C1=C[C@@H](C2CCCCC2)C[C@@H](OCCCCO)O1	2	-0.3	0	8	-7	-16	0.1	3	2
CC(=O)Oc1ccc(-c2csnn2)cc1	3	0.5	1	14	17	20	1.1	-15	-19
CCCCn1c(Nc2ccccc2)nc2ccccc21	4	-0.4	-6	6	22	16	0.3	-13	6
O=C(NCc1ccc2c(c1)OCO2)C(=O)NCC(c1ccco1)N1CCN(c2ccccc2)CC1 (centres undefined)	0	0.6	0	6	32	23	1.1	-12	12
Cc1cc(CSc2ccccc2)ccc1NC(=O)COc1ccccc1C	-6	0.8	26	9	-6	11	0.8	-5[fluorescence artefact?]	-3
CCCNC(=O)NC(=O)CSc1nc2ccccc2n1CC(C)C	0	-0.8	-13	3	41	3	-2.9	-17	1
Cn1c(=O)c2c(-c3ccc(OC(F)F)cc3)cc(-c3ccccc3)nc2n(C)c1=O	x	0.9	-6	11	-17	8	0.8	2	-2
CCc1ccc(OCC(=O)Nc2cccc3nsnc23)cc1	15	0.6	6	4	-25	40	0.1	-4	-26
Clc1ccc(-n2nnnc2Sc2ncnc3sccc23)cc1	15	-0.7	x	17	x	x	-0.2	x	-26
CC1(C)NC(C)(C)C(O)(C(N)=O)C1=O (centres undefined)	-3	0.6	9	7	2	-3	-0.1	2[fluorescence artefact?]	16
Cc1ccc2nc(N3CCN(c4cccc(C)c4C)CC3)c3nnnn3c2c1	-3	0.5	4	15	19	1	-1.7	-10[fluorescence artefact?]	3
COC(=O)C1=C(C)N(c2ccc(C)cc2)/C(=C/c2ccc(O)cc2)C1=O	2	0.0	22	10	-2	7	-1.9	-5	-8
COc1ccc(OC)c(/C=N/NC(=O)c2cc3c(OC)cc(OC)cc3[nH]2)c1	x	-0.7	32	1	40	-18	-1.1	6	-5
O=C(NN=C1CCCC1)c1ccccc1OCCOc1ccccc1	2	-0.5	-5	3	-10	-1	-1.6	-1	-19
Cc1ccc(NS(=O)(=O)c2ccc(C(=O)N3CCN(c4ccccn4)CC3)cc2)cc1	4	2.7	24	9	50	-19	3.9	3	-13
COc1ccc(CCNC(=O)c2ccc(CN3CCOCC3)cc2)cc1	3	1.2	14	8	-17	2	3.0	-4	-14
O=C(COc1ccc(Cl)cc1Cl)N1CCCN(C(=O)COc2ccc(Cl)cc2Cl)CC1	-2	0.7	4	20	66	-50	1.7	-4	8
Cc1[nH]c2ccccc2c1C(=O)CN1CCC(C)CC1	-2	0.3	10	10	27	0	-0.9	-18[fluorescence artefact?]	-4
CCOc1ccc(/C(C)=N/NC(=O)Cn2nc([N+](=O)[O-])cc2C)cc1	x	0.8	2	11	19	-7	-0.8	-1	-5
CC(=O)Nc1ccc(S(=O)(=O)NNC(=O)c2cccc(Br)c2)cc1	8	0.3	8	6	-2	15	0.0	-8	-6
CCOC(=O)N1CCN(c2nc3c(c(=O)[nH]c(=O)n3C)n2Cc2ccccc2Cl)CC1	1	0.8	4	4	16	2	1.9	3	7
CNC(=O)CCc1ccc(OC)cc1	x	0.6	-10	4	2	-12	2.6	6	18
O=C1c2ccccc2C(=O)N1CCCC(=O)N1CCc2ccccc21	0	0.6	-15	x	12	-2	0.5	3	-10
Cc1ccc(-n2c(SCC(N)=O)nnc2-c2cnccn2)cc1	x	1.2	0	9	8	-4	-0.5	-17	21
COCc1nnc(NC(=O)c2ccc3c(c2)OCO3)s1	-4	0.7	22	0	-32	-17	-0.1	6	1
CCN1C(=O)C(CC(=O)NC)N(NC(=O)c2ccccc2)C1=S (centres undefined)	11	0.8	33	12	5	9	0.6	27	-25
O=C(/C=C/c1cccc([N+](=O)[O-])c1)Nc1ccc(Cl)cn1	-1	0.4	-12	0	70	10	-0.6	19	-5
CCOC(=O)N1CCN(Cc2ccc(F)cc2F)CC1	1	0.1	6	4	4	10	0.1	91*	10
O=C(C1CCCO1)N1CCN(C(=S)Nc2ccc(F)c(Cl)c2)CC1 (centres undefined)	0	0.6	-5	4	-10	-13	1.3	-8	13
CCOC(=O)Cc1csc(Nc2c(C)n(C)n(-c3ccccc3)c2=O)n1	-1	0.6	10	2	10	-21	0.2	-14	5
CCN1/C(=C/c2ccc3cc(C)cc(C)c3[n+]2CC)Sc2cc(C)ccc21	11	15*	22[5 µM]	110*	64	-49	50*	0	-13
CCCC(=O)N1CCN(c2ccc(NC(=O)c3ccc(Br)o3)cc2)CC1	2	1.1	4	3	-3	5	-0.7	0	-10
COc1ccc(Cn2c(-c3ccccc3)nc3c(c(=O)c4ccccc4n3C)c2=O)cc1	-2	0.1	13	35	69	24	0.5	20[fluorescence artefact?]	0
CCN(CC)S(=O)(=O)c1ccc(NS(=O)(=O)c2ccc(C)c(C)c2)cc1	11	-0.2	8	3	17	2	1.6	6	13
CC(C)Cc1ccc(-c2cc(=O)[nH][nH]2)cc1	4	0.6	-5	9	6	18	0.8	-14	17
Cn1c(N)c(C(=O)CSc2ccc3c(c2)OCCO3)c(=O)n(C)c1=O	-5	1.7	8	12	14	9	3.2	8	-25
COc1ccccc1NC(=O)CN1CCN(CC(=O)Nc2ccc(OCc3ccccc3)cc2)CC1	3	1.0	24	13	36	1	-0.2	-4	15
O/N=C(/CN(O)/C=C1/C=CC=N1)c1cccs1	-2	0.6	22	7	31	18	-1.2	-7	6
COc1ccc(/C=C/C(=O)NC(=S)Nc2cc3oc4ccccc4c3cc2OC)cc1	4	0.4	23	11	24	20	0.3	-4	0
CCOC(=O)C1CCN(C(=O)Cn2cc3c(n2)CCC(C)C3)CC1 (centres undefined)	5	0.0	1	6	5	10	-0.7	-1	2
Cc1cc(-c2ccc(N3C(=O)CCC3=O)c(C)c2)ccc1N1C(=O)CCC1=O	6	1.2	4	-6	9	8	2.0	17	15
Nc1ccc(-c2cnc[nH]2)cc1[N+](=O)[O-]	x	0.3	-5	7	-13	-12	0.1	1	11
COc1ccc(N(CC(=O)NC2CCCCC2)C(=O)CNC(=O)c2ccco2)cc1	4	0.8	-3	10	-11	22	0.2	-3	13

Retrieved by structure from the list above (2):
SMILES	NPY-Y1 antag	TRPML3 agonist	PPC-1+TRAIL kill	PGE2 EP2 inh	CHOP inh	EP2 mod	TRPN1 ag	14-3-3 Bad inh	NPY-Y1 PAM-ag
Cc1cc(-c2ccc(N3C(=O)CCC3=O)c(C)c2)ccc1N1C(=O)CCC1=O	6	1.2	4	-6	9	8	2.0	17	15
COc1ccc(/C=C/C(=O)NC(=S)Nc2cc3oc4ccccc4c3cc2OC)cc1	4	0.4	23	11	24	20	0.3	-4	0

A draw from above in order of molecular weight, largest number first.
SMILES	NPY-Y1 antag	TRPML3 agonist	PPC-1+TRAIL kill	PGE2 EP2 inh	CHOP inh	EP2 mod	TRPN1 ag	14-3-3 Bad inh	NPY-Y1 PAM-ag
COc1ccccc1NC(=O)CN1CCN(CC(=O)Nc2ccc(OCc3ccccc3)cc2)CC1	3	1.0	24	13	36	1	-0.2	-4	15
COc1ccc(/C=C/C(=O)NC(=S)Nc2cc3oc4ccccc4c3cc2OC)cc1	4	0.4	23	11	24	20	0.3	-4	0
O/N=C(/CN(O)/C=C1/C=CC=N1)c1cccs1	-2	0.6	22	7	31	18	-1.2	-7	6
Nc1ccc(-c2cnc[nH]2)cc1[N+](=O)[O-]	x	0.3	-5	7	-13	-12	0.1	1	11
